High-throughput results (PubChem BioAssay)
Apoferritin bind: qHTS Assay for Identification of Novel General Anesthetics; Ferritin light chain (Equus caballus), P02791; actives 0.074% (n = 350,000); Potency, µM (highest dose often 77.5 µM), for the others: top-dose activity change, negative = displacement, usual class: inhibitors; apoferritin/1-aminoanthracene competitive binding, fluorescence; note: potency is the fitted concentration of half-maximal effect; % is set by controls: 0 for no effect and ±100 for the full control effect; nearly all actives have a fitted effect of over 20% in size
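Read-out: endpoint 1-AMA fluorescence, excitation 380 nm and emission 535 nm, after compounds sit 10 min at room temperature with 10 uM horse-spleen apoferritin in 50% saturated 1-AMA/PBS. Values come from four-parameter Hill fits.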
RGS4 inh: Inhibitors of Regulator of G Protein Signaling (RGS) 4: qHTS; Transcreener GDP fluorescence polarization, RGS4-accelerated GTP hydrolysis; actives 0.039% (n = 390,000); Potency, µM (doses to about 114 µM), inactives show at the top dose activity change, negative = inhibition, usual class: inhibitors; Regulator of G-protein signaling 4 (Homo sapiens), P49798; note: potency is the fitted concentration of half-maximal effect; % is set by controls: 0 for no effect and ±100 for the full control effect; nearly all actives have a fitted effect of over 75% in size; some results filed as inactive show a strong effect at the top dose
Target sequence (P49798 whole entry, looked up): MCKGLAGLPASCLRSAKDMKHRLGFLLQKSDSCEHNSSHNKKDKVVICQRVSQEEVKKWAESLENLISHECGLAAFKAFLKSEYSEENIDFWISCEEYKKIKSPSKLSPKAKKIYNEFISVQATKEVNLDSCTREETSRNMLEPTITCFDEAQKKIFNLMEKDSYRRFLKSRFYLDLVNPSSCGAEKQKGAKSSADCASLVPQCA
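MLSMR compounds (23 nl, pin-transferred) preincubated 10 min at room temperature with a 500nM (2x) first reagent, then RGS4 at 900nM (2x) plus Transcreener GDP mix added; fluorescence polarization (620/688 nm) read before and after 90 min at 30 °C.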
LDHA inh: qHTS assay for inhibitors of human lactate dehydrogenase. purified LDHA, NADH/diaphorase-resazurin fluorescence; hits give low values. activity change, % (values are at about 110 or 230 µM). actives 0.15% (n = 480,000). AID 1347041, 2019; in the data active = activity change below about -30%; inconclusive = mostly about -25% to -30%;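 note: plate controls were DMSO wells for no effect and wells without enzyme for full effect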
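Remaining NADH was detected by diaphorase (0.133 mg/mL) converting 37 µM resazurin to fluorescent resorufin, read at 0 and 20 minutes. The preceding 5-minute room-temperature reaction used 2 nM LDHA, 0.2 mM sodium pyruvate and 0.06 mM NADH at pH 7.4.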
Pol beta inh: qHTS Assay for Inhibitors of DNA Polymerase Beta | P06746 | Pol beta primer extension/strand displacement, fluorescence kinetic | Potency, µM (series often up to 114 µM), without a hit: top-dose activity change, negative = inhibition, hits mostly inhibitors | actives 1.3% (n = 340,000) | AID 485314, 2010; note: potency is the fitted concentration of half-maximal effect; % is set by controls: 0 for no effect and ±100 for the full control effect
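Homogeneous kinetic assay of primer extension and strand displacement by 10 nM Pol beta, preincubated 15 min at room temperature with compound before 50 nM substrate (final) was added. Read at 0 and 10 min; four-parameter Hill fit.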
ALOX12 inh: Primary qHTS assay for inhibitors of human arachidonate 12S-lipoxygenase (ALOX12): Round 2; Potency, µM (top dose mostly 108 µM), for the others: top-dose activity change, negative = inhibition, actives largely listed as inhibitors; purified 12hLO, xylenol orange hydroperoxide absorbance; Polyunsaturated fatty acid lipoxygenase ALOX12 (Homo sapiens), P18054; actives 1.1% (n = 580,000); AID 1671190, 2021; note: potency is the fitted concentration of half-maximal effect; % is set by controls: 0 for no effect and ±100 for the full control effect
Target sequence (P18054 whole entry, looked up): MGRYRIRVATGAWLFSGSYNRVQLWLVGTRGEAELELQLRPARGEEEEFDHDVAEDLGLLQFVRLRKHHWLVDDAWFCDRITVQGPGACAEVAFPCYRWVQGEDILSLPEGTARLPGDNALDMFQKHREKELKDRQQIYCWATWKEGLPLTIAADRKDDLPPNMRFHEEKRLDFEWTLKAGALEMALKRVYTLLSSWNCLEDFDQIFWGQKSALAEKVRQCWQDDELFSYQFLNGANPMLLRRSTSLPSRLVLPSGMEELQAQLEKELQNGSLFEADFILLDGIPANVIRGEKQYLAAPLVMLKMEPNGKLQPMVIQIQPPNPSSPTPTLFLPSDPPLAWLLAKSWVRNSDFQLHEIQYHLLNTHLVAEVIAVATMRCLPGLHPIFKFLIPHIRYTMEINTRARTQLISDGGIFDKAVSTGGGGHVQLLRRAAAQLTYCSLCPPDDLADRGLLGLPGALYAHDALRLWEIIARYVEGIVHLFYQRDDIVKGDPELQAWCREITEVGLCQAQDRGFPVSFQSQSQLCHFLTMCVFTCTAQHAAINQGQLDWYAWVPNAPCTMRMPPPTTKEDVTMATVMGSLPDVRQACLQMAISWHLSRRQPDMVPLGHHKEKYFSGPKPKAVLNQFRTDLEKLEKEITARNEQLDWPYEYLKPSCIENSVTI
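Purified human 12hLO (150 nM final) in 25 mM Hepes, 0.01% Triton X-100, pH 7.0 was preincubated 15 min at room temperature with compound. Then 40 uM arachidonic acid was added, 30 min. Hydroperoxide was read by Fe-XO absorbance ratio 573/405 nm.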
APE1 inh: qHTS Assay for Inhibitors of the Human Apurinic/apyrimidinic Endonuclease 1 (APE1). DNA repair nuclease/redox regulator APEX1 (Homo sapiens), P27695. recombinant APE1, TAMRA/BHQ-2 abasic DNA cleavage fluorescence. Potency, µM (series often up to 65.8 µM), for inactives: top-dose activity change, negative = inhibition, hits mostly inhibitors. actives 0.35% (n = 350,000);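 note: potency is the fitted concentration of half-maximal effect; plate controls were vehicle for no effect and reference inhibitor for full effect; nearly all actives have a fitted effect of over 55% in size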
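Incision of a quenched TAMRA/BHQ-2 THF abasic-site duplex (50 nM) by 0.75 nM APE1, after 15 min compound preincubation, measured as fluorescence increase over three 60 s reads. Values normalized to buffer, DMSO and NSC13755 control wells.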
Pol kappa inh: qHTS for Inhibitors of Polymerase Kappa | purified Pol kappa, fluorescent DNA synthesis assay, 10 min | Potency, µM (doses to about 107 µM), for the others: at the top dose activity, negative = inhibition, usual class: inhibitors | DNA polymerase kappa (Homo sapiens), Q9UBT6 | AID 588579, 2011 | actives 0.53% (n = 400,000); note: potency is the fitted concentration of half-maximal effect; % is set by controls: 0 for no effect and ±100 for the full control effect
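Here, compound and 10 nM enzyme are combined for 15 min at room temperature; adding 50 nM substrate (final) starts DNA synthesis, tracked by fluorescence at 0 and 10 min against buffer-only wells.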
ERG-DNA inh: qHTS for Small Molecule Inhibitors of the ERG Ets/DNA interaction. Potency, µM (doses to about 76.9 µM), without a hit: at the top dose FP activity, negative = inhibition, most hits filed as inhibitors. fluorescence polarization, His-ERG Ets domain / labelled DNA. actives 0.028% (n = 370,000); active = well fitted inhibition curve with a large enough effect in the polarisation, with a control signal flat; inconclusive = small, poorly fitted or top-dose-only effect, or effect the other way, or a change in a side signal; inactive = no such curve, though single readings can be large or run the other way; the % refers to the polarisation;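 note: polarization taken with two DNA probes labelled with fluorescein and Texas red; potency is the fitted concentration of half-maximal effect; % of control where 0% means no effect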
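His-tagged ERG Ets domain (1 uM in the protein solution; 300mM KCl, 50mM Tris-HCl, 1mM EDTA, 1mM DTT, pH 7.5) received compound, then a probe mix of 5 nM fluorescein-DNA and 100nM Texas-615-DNA. Fluorescence polarization was read for both dyes.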
POLH inh: qHTS for Inhibitors of Polymerase Eta; DNA polymerase eta (Homo sapiens), Q9Y253; recombinant Pol eta, fluorescent DNA replication assay; Potency, µM (top dose mostly 114 µM), for the others: at the top dose activity change, negative = inhibition, actives largely listed as inhibitors; actives 1.2% (n = 390,000); note: potency is the fitted concentration of half-maximal effect; % is set by controls: 0 for no effect and ±100 for the full control effect
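Pol eta at 10 nM preincubated with compounds 15 min at room temperature; reaction started with fluorescent substrate (50 nM final) and read kinetically at 0 and 10 min.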
* = called active by the depositor; ? = inconclusive; . = no result given; & = joins results of further samples; [ ] = another dose, or the depositor's remark. Unless noted, calls come from the whole dose curve; as a rule, active = well fitted curve in the direction sought with a large enough effect; inconclusive = small, poorly fitted or top-dose-only effect, or another doubt; inactive = no such curve, though single readings can be large; an effect the other way counts as inactive or inconclusive. A portion of the library; count on the stated rates, not on these rows.

Screens in order – POLH inh	Pol beta inh	ALOX12 inh	ERG-DNA inh	Apoferritin bind	APE1 inh	RGS4 inh	LDHA inh	Pol kappa inh
> Cc1nc(SCC(=O)NCc2ccccc2)c2c(=O)n(C)c(=O)n(C)c2n1
→ -8%	-10%	11%	0%	6%	4%	0%	2	9%
> C=CCc1c(C)nc(SCCC)[nH]c1=O
→ -3%	15%	-9%	.	-11%	9%	27%	-10	-4%
> Cc1cc(S(=O)(=O)Nc2cccc(-c3ccc(N4CCOCC4)nn3)c2)c(C)cc1Cl
→ -24%	0%	-16%&-21%	3%	-10%	.	-11%	15&-4	-12%[60.1 µM]
> CC(C)c1ccc(C2NC(=S)NC3=C2C(=O)CCC3)cc1 (centres undefined)
→ 4%	-20%	-14%	.	-3%	-3%	-31%	-1	5%
> CCc1cccc(CC)c1NS(=O)(=O)c1ccc2c(c1)CCN2C(=O)C1CC1
→ -16%	6%	0%	-2%	2%	.	-1%	-5	6%
> COCC1CCCN(C(=O)c2ccc3nc(Cc4cccc(Cl)c4)oc3c2)C1 (centres undefined)
→ -10%	-24%	13%	-2%	?	10%	-18%	1	-9%
> CC(C)(C)CN1CCNC(=O)C1CC(=O)NCCc1ccccc1C(F)(F)F (centres undefined)
→ -6%	30%	-3%	-6%	?	20%	1%	0	-9%
> Clc1cccc(OCCN2CCCC2)c1
→ 4%	29%	0%	3%	-8%	14%	27%	-6	3%
> CC(=O)c1cccc(N(CC(=O)NC2CCCC2)C(=O)c2csnn2)c1
→ -5%	5%	7%	-1%	9%	48%[activator]	3%	-4	-1%
> CCOC(=O)/C(C#N)=N/Nc1c(S(=O)(=O)Cc2ccco2)csc1C(=O)OC
→ -4%	4%	-20%	-1%	-21%	1%	17%	-9	-9%
> COC(=O)C1N[C@@H]([C@@H](NC(=O)COc2ccccc2)C(=O)NCc2ccsc2)SC1(C)C (some centres undefined)
→ -7%	.	-13%	10%	.	.	17%	-7	-3%&-18%
> CCC(=O)N1CCc2cc(S(=O)(=O)NCCC(=O)N3CCc4ccccc4C3)ccc21
→ -8%	14%	-8%	-4%	?	-2%	1%	-1	-19%
> COC(=O)c1cc2c(cc1NC(=O)c1cnn(-c3ccccc3)c1-n1cccc1)OCO2
→ -8%	35%[activator]	-17%	1%	5%	.	-13%	-15	-6%
> COc1ccc(CCNC(=O)C2CCCN(S(=O)(=O)c3ccc(OC)cc3)C2)cc1 (centres undefined)
→ -4%	34%	-2%	-2%	2%	22%	-1%	-10	0%
> O=C(c1cccc([N+](=O)[O-])c1)c1ccccn1
→ -15%	-2%	-1%	-1%	3%	24%	-15%	-4	-2%
> CCOC(=O)C1=C(c2ccccc2)NC(SCC)=C(C#N)C1c1cccnc1 (centres undefined)
→ -17%	1%	-8%	-4%	-13%	-4%	-4%	2	-1%
> COc1ccc(CCC(=O)Nc2ncc(C)s2)cc1OC
→ 7%	0%	-4%	-14%	9%	56%[activator]	24%	0	9%
> O=C(COC(=O)c1ccccn1)NCc1ccc(Cl)cc1Cl
→ -6%	.	-19%	1%	.	15%	2%	-1	-2%
> COc1ccc(NC(=O)NC(=O)c2ccccc2)cc1
→ -4%	-1%	?	-7%	1%	-6%	2%	-2	-11%
> Cc1ccc(F)cc1CNC(=O)c1cc(COc2ccc3ncccc3c2)on1
→ -8%	-2%	14%	9%	?	0%	3%	2	5%
> O=C(/C=C/c1ccccc1Cl)OCC(=O)c1ccc[nH]1
→ 3%	.	?	-1%	.	-15%	-4%	-9	-17%
> CC(=O)c1ccc(NC(=O)C(C)Sc2ccccn2)cc1 (centres undefined)
→ 1%	3%	0%	-16%	-7%	3%	4%	-1	-11%
> O=C(Nc1ccc(Cl)cc1)C1CCN(C(=O)c2cccs2)CC1
→ -21%	-7%	-30%	5%	-6%	26%	-11%	-6	8%
> Nc1ccc2cc3ccccc3cc2c1
→ -8%	.	-24%	1%	.	0%	?	14	10%
> COc1ccc(C(=O)C(C)OC(=O)CN2C(=O)c3ccccc3C2=O)cc1 (centres undefined)
→ -6%	.	-1%	-6%	.	-1%	3%	0	-18%
> O=C(N/N=C/c1ccoc1)c1ccc([N+](=O)[O-])cc1
→ -16%	?	0%	-6%	-6%	-25%	-3%	1	-11%
> O=C(c1cc2ncc(Br)cn2n1)N1CCCCC1
→ -15%	-3%	-7%	1%	-5%	0%	2%	-5	1%
> COc1ccc(/C=C/C(=O)OCc2nc3ccccc3c(=O)[nH]2)c(OC)c1
→ -2%	-2%	-12%	0%	-4%	1%	-7%	-18	-2%
> CCN(CC)C(=O)CN1CCN(c2ncccn2)CC1
→ 10%	4%	-16%	.	-7%	12%	0%	-22	-3%
> O=c1cc(-c2ccccc2)oc2ccc(Br)cc12
→ -6%	.	?	-4%	.	-1%	-7%	0	12%

Record cards, from the list above. Order of screens: POLH inh | Pol beta inh | ALOX12 inh | ERG-DNA inh | Apoferritin bind | APE1 inh | RGS4 inh | LDHA inh | Pol kappa inh
Listed for O=C(COC(=O)c1ccccn1)NCc1ccc(Cl)cc1Cl → -6% | . | -19% | 1% | . | 15% | 2% | -1 | -2%
Listed for CCN(CC)C(=O)CN1CCN(c2ncccn2)CC1 → 10% | 4% | -16% | . | -7% | 12% | 0% | -22 | -3%
Listed for CCOC(=O)C1=C(c2ccccc2)NC(SCC)=C(C#N)C1c1cccnc1 (centres undefined) → -17% | 1% | -8% | -4% | -13% | -4% | -4% | 2 | -1%
Listed for COC(=O)c1cc2c(cc1NC(=O)c1cnn(-c3ccccc3)c1-n1cccc1)OCO2 → -8% | 35%[activator] | -17% | 1% | 5% | . | -13% | -15 | -6%
Listed for O=c1cc(-c2ccccc2)oc2ccc(Br)cc12 → -6% | . | ? | -4% | . | -1% | -7% | 0 | 12%

Some of these compounds in order of their number in RGS4 inh, lowest first.
compound	RGS4 inh
O=C(c1cccc([N+](=O)[O-])c1)c1ccccn1	-15%
Cc1cc(S(=O)(=O)Nc2cccc(-c3ccc(N4CCOCC4)nn3)c2)c(C)cc1Cl	-11%
CCC(=O)N1CCc2cc(S(=O)(=O)NCCC(=O)N3CCc4ccccc4C3)ccc21	1%

(next part)
Screens in order – POLH inh	Pol beta inh	ALOX12 inh	ERG-DNA inh	Apoferritin bind	APE1 inh	RGS4 inh	LDHA inh	Pol kappa inh
> CCOC(=O)C1=NN(C(=O)c2ccco2)C2(CC2)C1
→ -6%	-19%	-5%	8%	2%	1%	-8%	2	1%
> O=C(OC1Cn2c(=O)ccc(=O)n2C1)c1ccccc1
→ -9%	-2%	12%	-3%	0%	13%	?	-5	-1%
> CC(C)C[C@H]1CNC(=S)N1CC1CCN(CCCCc2ccccc2)CC1
→ -9%	.	?	-3%	.	.	11%	-4	-4%
> COc1ccc(NC(=O)/C(C#N)=C\c2ccc(N3CCOCC3)o2)cc1
→ -12%	9%	-28%	20%	-19%	-4%	6%	1	-6%
> Cc1c(C(=O)Nc2ccc(N3CCOCC3)cc2)oc2ccccc12
→ -9%	0%	2%	1%	?	8%	11%	-3	-24%
> CCOC(=O)c1oc2cc(O)cc(O)c2c(=O)c1OCc1ccccc1
→ -16%	.	18%	-3%	.	.	-2%	3	-1%
> CCNC(=S)N/N=C1\C(=O)c2cccc3cccc1c23
→ 1%	-3%	6%	-1%	-12%	10%	-19%	-3	-1%
> COc1ccccc1NC(=O)c1cc(S(=O)(=O)NCc2ccccc2)ccc1F
→ -17%	-2%	-4%	0%	-20%	-2%	1%	-4	-4%
> Cc1ccc(NC(=O)c2cc(-c3ccc(C)o3)nc3ccccc23)cc1
→ -10%	?	4.5µM*	.	-6%	-5%	?	9&1	?
> C=CCN1CCN(c2ccncc2S(=O)(=O)N2CCOCC2)CC1
→ -19%	12%	0%	2%	2%	0%	-16%	-12	1%
